HCMV inh: human cytomegalovirus inhibition; HFF cells, HCMV-luciferase reporter, 72 h; stronger effect = lower value; activity change, negative = inhibition, % at 57.5 µM; 410,000 compounds, 4.5% hits; in the data active means activity change below about -60%; inconclusive means no clear call, values can overlap the other calls; inactive means above about -39%
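Inhibition of viral replication was scored as loss of reporter luminescence in HFFs infected with HCMV-luciferase (MOI 1 PFU/cell) for 72 h; compounds tested at 2 doses, normalized to buffer and Salinomycin controls.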
AMA1 RON2 block: AMA1-RON2 (P. falciparum) interaction inhibition | Potency, µM (doses to about 58.2 µM), for the others: at the top dose activity change, negative = inhibition, most hits filed as inhibitors | AlphaScreen AMA1-biotinylated RON2 peptide binding | 360,000 compounds, 0.2% hits;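 further: potency means the concentration at half of the fitted maximal effect; 0% = vehicle wells and -100% = peptide control; nearly all actives have a fitted effect of over 45% in size; some results filed as inactive show a strong effect at the top dose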
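AMA1 (3D7) with his tag at 25 nM final met compounds first, then biotinylated RON2 peptide at 25 nM; detection used donor plus acceptor beads, 10 µg/mL apiece, read by AlphaScreen after 30 min at room temperature.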
AmpC inh detg: AmpC beta-lactamase inhibition with detergent present | AmpC hydrolysis of nitrocefin, absorbance 480 nm, 0.01% Triton | P00811 | Potency, µM (top dose mostly 114 µM), for inactives: at the highest dose activity change, negative = inhibition, actives largely listed as inhibitors | 370,000 compounds, 0.041% hits;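 further: potency means the concentration at half of the fitted maximal effect; 0% = no-compound wells and -100% = no-enzyme wells; nearly all actives have a fitted effect of over 25% in size; some results filed as inactive show a strong effect at the top dose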
Target sequence (P00811 whole entry, looked up): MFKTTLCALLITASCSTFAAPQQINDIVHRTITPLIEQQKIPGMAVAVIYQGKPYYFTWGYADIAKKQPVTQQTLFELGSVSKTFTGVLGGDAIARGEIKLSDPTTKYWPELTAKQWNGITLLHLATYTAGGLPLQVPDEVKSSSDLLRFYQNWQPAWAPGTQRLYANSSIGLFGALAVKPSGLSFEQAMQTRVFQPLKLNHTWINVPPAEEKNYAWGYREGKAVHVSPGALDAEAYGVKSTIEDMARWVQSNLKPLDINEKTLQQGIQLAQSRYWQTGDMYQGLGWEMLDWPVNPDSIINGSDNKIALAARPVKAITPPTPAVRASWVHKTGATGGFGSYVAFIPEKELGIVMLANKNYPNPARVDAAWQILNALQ
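AmpC (5.3 nM in the dispensed reagent) in 20 mM phosphate pH 7.0 with 0.01% (detergent screen) or 0.0001% Triton X-100 was preincubated with compounds for 15 min at room temperature. Nitrocefin was then added from an 800 uM solution, and hydrolysis was followed at 480 nm.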
Sm TGR block: inhibitors of Schistosoma mansoni thioredoxin glutathione reductase; Q962Y6; purified TGR, DTNB reduction, TNB absorbance 405 nm; Potency, µM (highest dose often 114 µM), for inactives: at the highest dose activity change, negative = inhibition, actives largely listed as inhibitors; 360,000 compounds, 3% hits; further: potency means the concentration at half of the fitted maximal effect; nearly all actives have a fitted effect of over 60% in size
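First, TGR (20 nM dispensed) and NADPH were mixed with compound. Second, a 15 min room-temperature incubation followed. Third, further NADPH and then DTNB were added to start the reaction. Finally, TNB absorbance was monitored kinetically.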
AmpC no deterg: blocks E. coli AmpC beta-lactamase in detergent-free assay | 330,000 compounds, 0.52% hits | AmpC nitrocefin hydrolysis, absorbance 480 nm, 0.0001% Triton | P00811 | Potency, µM (titrated, usually from 57.1 µM), for inactives: at the highest dose activity change, negative = inhibition, most hits filed as inhibitors;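 further: potency means the concentration at half of the fitted maximal effect; plate controls were no compound for no effect and no enzyme for full effect; nearly all actives have a fitted effect of over 20% in size; some results filed as inactive show a strong effect at the top dose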
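AmpC (5.3 nM in the dispensed reagent) in 20 mM phosphate pH 7.0 with 0.01% (detergent screen) or 0.0001% Triton X-100 was preincubated with compounds for 15 min at room temperature. Nitrocefin was then added from an 800 uM solution, and hydrolysis was followed at 480 nm.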
FBPA Giardia inh: Giardia lamblia aldolase inhibition; A8B2U2; purified Giardia FBPA; Potency, µM (highest dose often 59.6 µM), without a hit: at the top dose activity, negative = inhibition, hits mostly inhibitors; 290,000 compounds, 0.71% hits; further: potency means the concentration at half of the fitted maximal effect; nearly all actives have a fitted effect of over 55% in size
Target sequence (A8B2U2 whole entry, looked up): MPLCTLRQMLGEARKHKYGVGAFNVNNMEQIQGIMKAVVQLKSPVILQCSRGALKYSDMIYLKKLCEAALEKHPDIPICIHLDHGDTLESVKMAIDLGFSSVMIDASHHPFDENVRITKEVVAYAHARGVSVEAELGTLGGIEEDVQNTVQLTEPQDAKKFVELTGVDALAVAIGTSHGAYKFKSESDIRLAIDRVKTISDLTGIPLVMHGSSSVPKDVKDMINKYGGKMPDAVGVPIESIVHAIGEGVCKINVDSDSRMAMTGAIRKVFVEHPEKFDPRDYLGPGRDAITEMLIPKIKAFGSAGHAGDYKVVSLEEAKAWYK
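Giardia FBPA (40 nM reagent) was preincubated 10 min at RT with compound (up to 57.5 uM final), then substrate plus GAPDH/TPI/NAD/arsenate coupling system with diaphorase/resazurin was added; resorufin fluorescence (525/598 nm) was read after 20 min.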
* marks the source's active call; other numbers are inactive results; u = inconclusive; x = no result given; & = joins results of further samples; [ ] = dose if it differs, or a comment. Unless noted, the call rests on the fitted dose curve; in most records, active means well fitted curve in the direction sought with a large enough effect; inconclusive means small, poorly fitted or top-dose-only effect, or another doubt; inactive means no such curve, though single readings can be large; an effect the other way counts as inactive or inconclusive. Unless noted, on the % scale 0 is the no-effect control and ±100 the full control effect.

SMILES | HCMV inh | AMA1 RON2 block | AmpC inh detg | Sm TGR block | AmpC no deterg | FBPA Giardia inh
O=c1c2c(ncn2C2CCCC2)n(Cc2ccccc2)c(=O)n1CCOc1ccc(Br)cc1 | -3 | -17% | -2% | -27% | -28% | 5%
Cc1ccc(C)c(N(C(=O)CNC(=O)c2ccco2)C(C(=O)NCC2CCCO2)c2ccccc2)c1 (stereo unspecified) | u | -17% | -3% | 5% | 100%[activator] | 2%
COc1ccc(CCNS(=O)(=O)c2c(C)nc3sccn3c2=O)cc1OC | 6 | x | -13% | 0% | x | x
COCCN(C(=O)COC(=O)Cc1coc2cc3c(cc12)CCC3)c1c(N)n(Cc2ccccc2)c(=O)[nH]c1=O | -18 | 7% | -15% | 5% | 212%[activator] | x
Cc1ccc(S(=O)(=O)N/N=C\c2cc([N+](=O)[O-])ccc2Cl)cc1 | -90* | -5% | 2% | -20% | -21% | -7%
Cc1nc2ccn(Cc3ccccc3)c(=O)c2cc1C(=O)NCc1ccccc1F | -5 | x | 14% | 22% | x | x
CCOC(=O)c1cc2c(ccn2C)n1CC(=O)N1CCN(c2ccccc2OC)CC1 | x | x | -12% | 1% | 108%[activator] | -23%
CCN1CCN(CC(=O)Nc2sc3c(c2C#N)CCC(C)C3)CC1 (stereo unspecified) | -39 | 1% | -12% | u | 99%[activator] | 0%
COCCNCCOc1ccccc1-c1ccccc1 | -1 | 13% | -4% | -1% | 1% | u
COc1ccc(OCCCC(=O)OCC(=O)Nc2ncc(Cl)cc2Cl)cc1 | 12 | -25% | -13% | -12% | -13% | x
COc1ccc(-c2nc(C#N)c(N3CCC(C)CC3)o2)cc1 | u | -19% | 10% | -1% | -31% | -13%
Nc1ncnc2c1nc(N1CCCCC1)n2[C@@H]1O[C@H](CO)[C@@H](O)[C@H]1O | 88 | 5% | 2% | -1% | 0% | x
CCN1C(=O)[C@H]2[C@@H](c3ccc(-c4ccc(Cl)c(Cl)c4)cc3)N[C@@](CC(C)C)(C(=O)OC)[C@H]2C1=O | -5 | -1% | -9% | u | 35% | x
O=C(NCc1ccco1)/C(=C/c1ccc(C(F)(F)F)cc1)c1nc2ccccc2[nH]1 | -25 | 63%[activator] | -4% | -28% | 18µM* | -30%
Cc1ccc(S(=O)(=O)NC(C)(C)CSc2ccccn2)cc1 | -11 | -2% | u | -12% | -24% | -10%
CCCCn1c(N)c(N(CC(C)C)C(=O)C2CCCN(C(=O)c3ccc(Cl)cc3)C2)c(=O)[nH]c1=O (stereo unspecified) | 11 | -20% | 0% | -15% | -19% | x
N#C/C(=C(/O)COC(=O)CCC1CCCCC1)c1nc2ccccc2[nH]1 | -69* | 46% | -12% | -5% | -47% | -10%
CCNS(=O)(=O)c1ccc(NC(=S)NCc2ccco2)cc1 | -13 | -11%[2.32 µM] | -7% | u | -23% | -6%
COCCNCC(=O)Nc1ccc(C)c(S(=O)(=O)N2CCCCC2)c1 | -5 | -3% | -1% | 6% | -13% | u
CCC1CCCCN1CCCNC(=O)c1c(O)nc2cc(C)ccn2c1=O (stereo unspecified) | -14&6 | 16% | u | -2%&-18% | -15% | 6%

Some values from the list:
Reading of `Nc1ncnc2c1nc(N1CCCCC1)n2[C@@H]1O[C@H](CO)[C@@H](O)[C@H]1O` under HCMV inh: 88
Reading of `N#C/C(=C(/O)COC(=O)CCC1CCCCC1)c1nc2ccccc2[nH]1` under Sm TGR block: -5%

The list goes on:
SMILES | HCMV inh | AMA1 RON2 block | AmpC inh detg | Sm TGR block | AmpC no deterg | FBPA Giardia inh
C=CCNS(=O)(=O)c1ccc2c(c1)n(C)c(=O)n2C | 2 | 14% | -12% | -3% | -12% | 2%
CCn1ccc2cc(S(=O)(=O)N3CCC(C(=O)NCc4cccc(Cl)c4)CC3)ccc21 | 2 | x | 10% | -2% | x | x
FC(F)(F)c1nc(N2CCCC2)ncc1-c1nnnn1-c1ccccc1 | -72* | 9% | u | -11% | -3% | 0%
CN(C)c1ccc(C(=S)NCc2ccco2)cc1 | 72 | -10% | -5% | -15% | -19% | -7%
CC1CCCCC1NC(=O)CSC1=Nc2ccccc2C2CC=NN12 (stereo unspecified) | 0 | 10% | 1% | -7% | -11% | x
Cc1ccc(Cn2ncc3c(NCCN(C)C)ncnc32)cc1 | -40 | -1% | 0% | 6% | 3% | -24%
Cc1c(NC(=O)c2cc3ccccc3oc2=O)c(=O)n(-c2ccccc2)n1C | -29 | -6% | 0% | -9% | -3% | 5%
COc1cc(C2Nc3ccccc3-c3cc(C)nn32)ccc1O (stereo unspecified) | 15 | x | 29% | -1% | x | x
CCc1nnc(NC(=O)C(NC(=O)c2ccccc2Cl)C(C)C)s1 (stereo unspecified) | -31 | 5% | -1% | 3% | -13% | -7%
CC(C)N(CC(N)=O)c1ccc(S(=O)(=O)N2CCCC2)cn1 | 0 | 24% | 2% | u | -16% | x

Given with tabs: entries from further up.
Compound	HCMV inh	AMA1 RON2 block	AmpC inh detg	Sm TGR block	AmpC no deterg	FBPA Giardia inh
CCc1nnc(NC(=O)C(NC(=O)c2ccccc2Cl)C(C)C)s1 (stereo unspecified)	-31	5%	-1%	3%	-13%	-7%
CC1CCCCC1NC(=O)CSC1=Nc2ccccc2C2CC=NN12 (stereo unspecified)	0	10%	1%	-7%	-11%	x

(list continues)
SMILES | HCMV inh | AMA1 RON2 block | AmpC inh detg | Sm TGR block | AmpC no deterg | FBPA Giardia inh
O=C(Nc1ccc(N2CCN(C(=O)c3cccs3)CC2)cc1)c1ccc(Br)o1 | 0 | -5% | 0% | -11% | -26% | x
Cc1cc2ccccc2cc(C)c1=O | 77 | -11% | 11% | 12% | 0% | -1%
CSCCC(NS(=O)(=O)c1ccc2c(c1)oc(=O)n2C)C(=O)N1CCN(c2cccc(Cl)c2)CC1 (stereo unspecified) | u | x | -3% | 8% | x | x
Cc1nc2nc[nH]n2c(=O)c1NS(=O)(=O)c1ccc(C(C)(C)C)cc1 | -27 | 14% | -1% | -5% | -17% | 23%
Cc1cc(NC(=O)c2ccc(Cl)cc2)n(-c2ccccc2)n1 | 15 | -1% | -8% | 34% | 2% | 12%
Cc1snc(SCC(=O)N/N=C(\N)COc2cccc(C(F)(F)F)c2)c1C#N | 3 | 84%[activator] | 6% | -5% | -18% | 8%
O=C(Nc1ncn[nH]1)c1ccc(S(=O)(=O)N2CCOCC2)cc1 | -25 | 22% | -4% | 1% | -34% | -10%
COc1cccc(Sc2nc(-c3ccccc3)ncc2S(C)(=O)=O)c1 | 31 | -4% | -18% | 2% | -1% | 8%
Cc1ccc(S(=O)(=O)c2nc(-c3ccc(F)cc3)oc2SCC(N)=O)cc1 | u | 21% | 0% | -21% | -7% | 2%
N#Cc1cc([N+](=O)[O-])c(-n2nnc3ccccc32)c([N+](=O)[O-])c1 | x | 5% | 1% | 14µM* | -13% | 1%
Cc1cccc(Cn2cc(S(=O)(=O)c3cccc(C)c3)c(=O)c3cc(F)c(N4CCOCC4)cc32)c1 | 61 | x | -1% | -1% | x | x
CC(C)C[C@H](NC(=O)c1[nH]cnc1C(=O)N[C@H](C)c1ccccc1)C(=O)OC(C)(C)C | u | 137%[activator] | 12% | -29% | 47% | u
CCc1c(C)c2nncn2[nH]c1=O | 69 | 4% | 7% | 7% | -14% | -8%
CCc1ncc(/C=C2\C(=O)Nc3ccccc32)[nH]1 | -13 | -12% | 2% | 1% | -41% | 1%
O=C(CSc1oc(-c2ccccc2)nc1S(=O)(=O)c1ccccc1)NCC1CCCO1 (stereo unspecified) | -9 | 25% | -10% | -13% | 60%[activator] | x
Cc1c(/C=C(\C#N)c2nn(-c3ccccc3)c(N)c2C#N)c2ccccc2n1Cc1ccc(F)cc1 | 12 | 17% | 1% | 0% | -15% | 4%
O=C(c1cc(-c2ccc(Cl)cc2)nc2ccccc12)N1CCC1 | -1 | 17% | -3% | 1% | 98%[activator] | x
O=C(Nc1ccc2oc(-c3ccc(O)c(Br)c3)nc2c1)c1cc2ccccc2o1 | 17 | x | 8% | 0% | x | x
CC(C(=O)O)n1nc(-c2ccccc2)c2ccccc21 (stereo unspecified) | -29 | 5% | 0% | -11% | -11% | 5%
COCCN(C(=O)Cc1cccs1)C(C(=O)NC1CCCC1)c1ccc(OC)c(OC)c1 (stereo unspecified) | -11 | -7% | 0% | 75% | 37% | 4%
CCc1ccccc1NC(=O)C(Cc1cccc(OC)c1OC)c1nn[nH]n1 (stereo unspecified) | 7 | -4% | -3% | 10% | -29% | u
CCC1=Nc2cc(C(=O)O)ccc2Sc2ccc(Cl)cc21 | 0 | -4% | -20% | -4% | -43% | 22%
CCOc1ccc(CNC(=O)c2nn(-c3ccc(OC)cc3)c(=O)c3c2c2ccccc2n3C)cc1 | 24 | x | 2% | 3% | x | x
CCNC(=O)CC1SC(=Nc2ccc(C)cc2)NC1=O (stereo unspecified) | -29 | 15% | -6% | -11% | 15% | -1%
COC(=O)c1ccc(S(=O)(=O)NCCc2ccccc2OC)n1C | 8 | -10% | 4% | 0% | 92%[activator] | 1%
COn1c(=O)c(-c2cccs2)[n+]([O-])c2ccccc21 | 3 | 0% | 6% | u | -19% | -3%
COc1ccc(OC(=O)c2cc3ccccc3o2)cc1 | -20 | 13% | u | 1% | -41% | 1%
Cc1ccc(S(=O)(=O)N2CCCCC2)cc1C(=O)NCCc1ccccc1 | -6 | -5% | 9% | -20% | 29% | x
O=C(Cn1cccc1C(=O)c1ccccc1)NCCCN1CCc2ccccc2C1 | -35 | 1% | 3% | -4% | 7% | 1%
CCOc1cc(C(=O)N(C)CC(=O)Nc2cccc(F)c2)ccc1OCC(=O)N1CCCCC1 | 23 | -17% | -21% | 0% | 94%[activator] | x
COc1ccc(NC(=S)N2CCN(S(C)(=O)=O)CC2)cc1OC | u | -1% | u | -14% | -1% | -5%

In the list so far, 3 contain bromine.
SMILES | HCMV inh | AMA1 RON2 block | AmpC inh detg | Sm TGR block | AmpC no deterg | FBPA Giardia inh
O=c1c2c(ncn2C2CCCC2)n(Cc2ccccc2)c(=O)n1CCOc1ccc(Br)cc1 | -3 | -17% | -2% | -27% | -28% | 5%
O=C(Nc1ccc(N2CCN(C(=O)c3cccs3)CC2)cc1)c1ccc(Br)o1 | 0 | -5% | 0% | -11% | -26% | x
O=C(Nc1ccc2oc(-c3ccc(O)c(Br)c3)nc2c1)c1cc2ccccc2o1 | 17 | x | 8% | 0% | x | x

Screening data deposited in PubChem by National Center for Advancing Translational Sciences (NCATS).
